NPY Y2 blocker: NPY-Y2 receptor antagonists, primary screen, cell-based | NPY-Y2 expressing cells, antagonist mode | Neuropeptide Y receptor type 2 (Homo sapiens), P49146 | 0.99% of 140,000 active | inhibition, % at 2.7 µM; in the data active = inhibition above about 17%;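 also: 0% = vehicle with agonist challenge and 100% = reference antagonist with challenge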
Target sequence (P49146 whole entry, looked up): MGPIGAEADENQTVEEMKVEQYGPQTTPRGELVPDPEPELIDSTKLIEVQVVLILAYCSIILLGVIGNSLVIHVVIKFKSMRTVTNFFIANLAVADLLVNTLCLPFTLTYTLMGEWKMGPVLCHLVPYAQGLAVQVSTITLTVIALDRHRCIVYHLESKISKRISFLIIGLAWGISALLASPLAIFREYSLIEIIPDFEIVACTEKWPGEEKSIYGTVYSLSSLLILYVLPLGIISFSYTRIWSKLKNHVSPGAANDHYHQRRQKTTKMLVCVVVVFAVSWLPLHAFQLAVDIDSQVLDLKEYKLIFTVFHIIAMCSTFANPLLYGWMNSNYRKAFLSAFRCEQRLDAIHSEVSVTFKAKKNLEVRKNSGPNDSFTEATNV
Measles CPE: compounds protecting cells from measles virus cytopathic effect, primary screen, measles RdRp inhibitor project, single point, MLSMR library, absorbance. protection (pct of control), % at 4 µM. Measles virus-infected cells, CPE protection. 1.5% of 140,000 active. AID 841, 2007; in the data active = protection mostly above about 24%, no sharp cut-off; inactive = mostly below about 26%; also: some compounds called inactive have numbers as strong as hits
bCat KO growth: primary screen for growth suppressors in beta-catenin knockout HCT116 cells (colon tumor, human); 1.5% of 140,000 active; AID 818, 2007; viability, % at 10 µM; HCT116 beta-catenin knockout viability, CellTiter-Glo, 60 h; stronger effect = lower value;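 active = viability at or under a set limit, the compound median less 4 SD, cut at about 6% in these data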;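 also: 0% = Hyamine 1622 control at 20 µM and 100% = untreated cell control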
Yeast growth inh: growth inhibitors of yeast BB579 in restrictive medium, primary screen, yeast lifespan-shortening project, S. cerevisiae; 0.51% of 140,000 active; OD615, 48 h; inhibition, % at 10 µM; AID 804, 2007;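 active = inhibition above a set limit, 3 SD over the mean compound inhibition, cut at about 44% in these data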; also: inactives centre near -24
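Assay system: S. cerevisiae DeaD strain BB579 yeast. Medium: CSMM-D restrictive synthetic medium containing dextrose (glucose). Times: 4 h cell preincubation, 48 h compound exposure, 30 °C humidified. Signal: OD615 turbidity measurement. Benchmarks: positive control amphotericin B 10 µg/mL.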
E-sel TNF inh: E-selectin induction blockers in HUVEC – imaging, immunofluorescence, high content, primary screen | HUVEC TNFa-induced E-selectin immunofluorescence | inhibition, % at 2 µM | 0.71% of 120,000 active | AID 1246, 2008;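 active = inhibition above the batch mean plus 3 SD, and confirmed as a hit on visual image review, cut at about 43% in these data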;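 also: 0% = TNF-stimulated DMSO wells and 100% = unstimulated control wells; not every result past the cut was called active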
GALR2 blocker: GALR2 antagonists in receptor-expressing cells, primary screen; Galanin receptor type 2 (Homo sapiens), O43603; antagonist mode; inhibition, % at 4 µM; 0.39% of 140,000 active; in the data active = inhibition above about 27%;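 also: cells stimulated with galanin 1-16 at roughly its EC80; 0% = agonist challenge control and 100% = basal control without agonist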
Target sequence (O43603 whole entry, looked up): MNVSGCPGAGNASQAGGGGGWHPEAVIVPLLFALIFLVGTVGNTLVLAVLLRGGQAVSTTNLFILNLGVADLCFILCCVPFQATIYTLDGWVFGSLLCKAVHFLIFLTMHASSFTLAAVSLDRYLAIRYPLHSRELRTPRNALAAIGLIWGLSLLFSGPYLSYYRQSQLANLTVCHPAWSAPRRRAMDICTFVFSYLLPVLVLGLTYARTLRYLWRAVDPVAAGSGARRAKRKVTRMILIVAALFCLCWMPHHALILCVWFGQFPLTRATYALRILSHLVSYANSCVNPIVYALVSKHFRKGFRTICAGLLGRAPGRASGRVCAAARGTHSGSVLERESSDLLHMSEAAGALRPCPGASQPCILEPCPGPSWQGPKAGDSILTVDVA
HCT116 PTEN-null: growth suppression of PTEN-null HCT116, primary screen, cell-based, CellTiter-Glo | HCT116 PTEN-null viability, 60 h; stronger effect = lower value | viability, % at 10 µM | 1.2% of 140,000 active;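 active = viability at or below a set limit, 4 SD under the median of all tested compounds, cut at about 3.7% in these data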;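 also: PTEN knockout HCT116 line with beta catenin targeted HCT116 as companion control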
MRP-1 activ: H69AR viability gain despite doxorubicin, primary screen, MRP-1 activator project, H69AR cells, CellTiter-Glo; viability rescue; viability increase, % at 10 µM; 0.61% of 140,000 active; AID 799, 2007;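 active = viability gain under doxorubicin at or above a set limit, the compound median plus 3 SD, cut at about 4.7% in these data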;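 also: MRP-1 overexpressing cells given doxorubicin 25 µM after compound pretreatment; 18-22 h compound pretreatment then 72 h with doxorubicin before readout; 0% = doxorubicin-only wells and 100% = vehicle-treated cells without doxorubicin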
Yeast life ext: compounds extending yeast replicative lifespan, primary screen, S. cerevisiae, OD615. 0.68% of 130,000 active. S. cerevisiae growth with nicotinamide; deaD strain in restrictive glucose medium. inhibition of the nicotinamide effect, % at 10 µM. AID 775, 2007;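 active = inhibition above a set limit, placed 3 SD over the median of all compounds, cut at about 26% in these data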;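 also: 0% = nicotinamide-treated wells and 100% = cells grown without nicotinamide; some compounds called inactive have numbers as strong as hits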
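Assay system: engineered S. cerevisiae DeaD replicative-lifespan strain, galactose-grown log-phase cells; Buffer or medium: CSMM-D glucose medium, restrictive; Probe or stimulus: nicotinamide 1.5 mM; Compound: single dose 10 µM compound, 0.25% DMSO; Schedule: 4 h preincubation then 48 h treatment at 30 °C; Technique: OD615 measurement.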
Phagocyt inh: inhibitors of macrophage phagocytosis, primary screen, imaging, J774A.1 cells, IgG beads | AID 1029, 2008 | inhibition, % at 5 µM | J774A.1 macrophage IgG-bead phagocytosis | 0.07% of 110,000 active;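 active = inhibition above the mean of the plate negative controls plus 5 SD, cut at about 13% in these data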;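 also: phagocytic index as fraction of beads internalized from green versus red external bead signal; plate controls were DMSO negative control for no effect and cytochalasin-D positive control for full effect; some results beyond the cut were filed as inactive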
Numbers without * were called inactive; . = no result given.

1: CCc1ccc(C(=O)COC(=O)c2cc([N+](=O)[O-])ccc2NCCO)cc1
2: CCC(C)(C(=O)NC1CCCCC1)N(C(=O)C1CCC(=O)N1)c1ccc(C)cc1 (centres undefined)
3: O=C(Nc1cc2c3c(c1)C1CCCC1CN3CC1CCCC21)c1ccccc1 (centres undefined)
4: CCc1cccc(C)c1NC(=O)CSc1ncn[nH]1
5: O=C(Nc1ccccc1N1CCCCC1)c1ccc(N2C(=O)c3ccccc3C2=O)cc1
6: CCOC(=O)C1CCN(C(=O)CSCc2nc(-c3ccc(OCC)cc3)oc2C)CC1
Screen / compound no. | 1 | 2 | 3 | 4 | 5 | 6
NPY Y2 blocker | -2.7 | 0.6 | 0.4 | 1.0 | 2.8 | 2.1
Measles CPE | 10.2 | 11.1 | 4.2 | 3.3 | 4.1 | 8.8
bCat KO growth | 78.1 | 98.0 | 84.9 | 93.5 | 95.0 | 46.5
Yeast growth inh | -42.6 | -41.7 | -22.8 | -29.4 | -18.5 | -49.0
E-sel TNF inh | . | -60.1 | 3.2 | 7.2 | 7.7 | -36.7
GALR2 blocker | 1.9 | 5.5 | 2.7 | -3.9 | -2.4 | 8.7
HCT116 PTEN-null | 65.6 | 97.2 | 74.5 | 94.3 | 96.3 | 34.9
MRP-1 activ | 0.2 | 0.1 | -1.5 | 1.0 | -0.4 | -0.1
Yeast life ext | -1.6 | 1.0 | 1.2 | -4.5 | -3.5 | -9.7
Phagocyt inh | -8.1 | -3.1 | -2.7 | 1.9 | 2.0 | -0.9

7: Cc1nn(-c2ccccc2)c(Cl)c1/C=C1/C(=N)N2N=C(C(C)C)SC2=NC1=O
8: O=C1CC(N2CCC(O)(c3ccc(Br)cc3)CC2)C(=O)N1c1ccc(Cl)cc1 (centres undefined)
9: CCOC(=O)c1ccc2ncc(C(=O)OCC)c(Nc3ccc(N4CCOCC4)cc3)c2c1
10: Nc1c(-c2cccc(Cl)c2)cnn1-c1cccc([N+](=O)[O-])c1
11: CN1CCCC(OC(=O)c2cc(Br)ccc2Cl)C1 (centres undefined)
12: CCC(C)(C)c1nnc(NC(=O)c2ccc([N+](=O)[O-])cc2)s1
Screen / compound no. | 7 | 8 | 9 | 10 | 11 | 12
NPY Y2 blocker | -0.1 | -0.7 | 1.0 | -0.2 | 2.7 | -1.2
Measles CPE | 21.1 | 20.6 | 14.7 | 9.7 | 18.6 | 2.3
bCat KO growth | 91.5 | 101.9 | 15.2 | 75.6 | 87.8 | 90.8
Yeast growth inh | -4.9 | -21.1 | -7.0 | -19.2 | -26.4 | -22.0
E-sel TNF inh | . | . | . | 37.8 | -11.0 | 18.0
GALR2 blocker | 1.6 | 15.2 | -4.6 | -0.4 | 1.1 | -9.7
HCT116 PTEN-null | 96.2 | 100.6 | 3.9 | 74.8 | 97.9 | 93.4
MRP-1 activ | -4.7 | 6.3* | -6.0 | 1.8 | -0.3 | 1.8
Yeast life ext | -1.1 | -1.6 | 2.7 | -7.7 | -12.9 | 5.9
Phagocyt inh | -5.9 | . | -5.8 | . | 0.0 | 0.1

Of the compounds above, four contain a Cl atom:
7: Cc1nn(-c2ccccc2)c(Cl)c1/C=C1/C(=N)N2N=C(C(C)C)SC2=NC1=O
8: O=C1CC(N2CCC(O)(c3ccc(Br)cc3)CC2)C(=O)N1c1ccc(Cl)cc1 (centres undefined)
10: Nc1c(-c2cccc(Cl)c2)cnn1-c1cccc([N+](=O)[O-])c1
11: CN1CCCC(OC(=O)c2cc(Br)ccc2Cl)C1 (centres undefined)
Screen / compound no. | 7 | 8 | 10 | 11
NPY Y2 blocker | -0.1 | -0.7 | -0.2 | 2.7
Measles CPE | 21.1 | 20.6 | 9.7 | 18.6
bCat KO growth | 91.5 | 101.9 | 75.6 | 87.8
Yeast growth inh | -4.9 | -21.1 | -19.2 | -26.4
E-sel TNF inh | . | . | 37.8 | -11.0
GALR2 blocker | 1.6 | 15.2 | -0.4 | 1.1
HCT116 PTEN-null | 96.2 | 100.6 | 74.8 | 97.9
MRP-1 activ | -4.7 | 6.3* | 1.8 | -0.3
Yeast life ext | -1.1 | -1.6 | -7.7 | -12.9
Phagocyt inh | -5.9 | . | . | 0.0

The list goes on:
13: COc1cccc(NC(=O)c2ccco2)c1
14: O=C1OCCC1Sc1nnc(-c2cccs2)n1Cc1ccccc1 (centres undefined)
15: COc1cccc(C(=O)Nc2ccccc2C(=O)N2CCCC2)c1
16: O=C(COC(=O)c1ccc(Oc2ccccc2)cc1)Nc1nnc(-c2ccccc2)o1
17: CN1CC(=O)N(CC(=O)NCc2ccc(F)cc2)c2ccccc2C1=O
18: CCN(CCNC(=O)C1CC(=O)N(CCc2ccccc2)C1)c1ccccc1 (centres undefined)
Screen / compound no. | 13 | 14 | 15 | 16 | 17 | 18
NPY Y2 blocker | 2.3 | 3.6 | 1.9 | 4.9 | -0.3 | -0.1
Measles CPE | 5.2 | 4.2 | 19.3 | 7.4 | 8.0 | 12.1
bCat KO growth | 111.4 | 95.6 | 97.2 | 81.7 | 90.4 | 87.3
Yeast growth inh | -20.1 | -40.4 | -26.8 | -28.0 | -16.6 | 8.0
E-sel TNF inh | -17.2 | -42.2 | -23.4 | -32.3 | -29.0 | .
GALR2 blocker | -13.1 | 15.9 | 4.8 | 0.5 | -4.6 | -1.4
HCT116 PTEN-null | 102.6 | 98.7 | 98.1 | 91.8 | 90.7 | 92.5
MRP-1 activ | -1.1 | -0.5 | -0.2 | -1.1 | -0.5 | -2.6
Yeast life ext | -13.2 | -9.2 | -2.0 | -10.0 | -3.7 | -3.5
Phagocyt inh | 2.1 | -0.5 | -0.3 | -1.2 | -0.4 | .

Reformatted in markdown: part of the list above.
| # | compound | NPY Y2 blocker | Measles CPE | bCat KO growth | Yeast growth inh | E-sel TNF inh | GALR2 blocker | HCT116 PTEN-null | MRP-1 activ | Yeast life ext | Phagocyt inh |
| --- | --- | --- | --- | --- | --- | --- | --- | --- | --- | --- | --- |
| 17 | CN1CC(=O)N(CC(=O)NCc2ccc(F)cc2)c2ccccc2C1=O | -0.3 | 8.0 | 90.4 | -16.6 | -29.0 | -4.6 | 90.7 | -0.5 | -3.7 | -0.4 |
| 18 | CCN(CCNC(=O)C1CC(=O)N(CCc2ccccc2)C1)c1ccccc1 (centres undefined) | -0.1 | 12.1 | 87.3 | 8.0 | . | -1.4 | 92.5 | -2.6 | -3.5 | . |

(next part)
19: CC1(C)CC(CC(=O)NNc2nc(-c3ccccc3)cs2)C(=O)O1 (centres undefined)
20: CCCn1c(SCC(=O)NC2CCCC(C)C2C)n[nH]c1=O (centres undefined)
21: CC(C)NC(=S)N(C)C1(c2ccccc2Cl)CCCCC1=O (centres undefined)
22: CC12CC3(C)CC(C)(C1)CC(C(=O)Nc1nn[nH]n1)(C2)C3
23: COc1ccccc1OCC(=O)Nc1ccc(O)cc1C(=O)O
24: O=[N+]([O-])c1cc2c(cc1/C=N/Nc1nc(Nc3ccccc3)nc(N3CCCCC3)n1)OCO2
25: COC(=O)COc1ccc2c(-c3ccc(OC)cc3)cc(=O)oc2c1
26: CCOC(=O)/C(C#N)=C1/C=Nc2ccccc2N1
27: CCOC(=O)C(NC(=O)CCC(=O)Nc1ccc(S(N)(=O)=O)cc1)C(O)c1ccccc1 (centres undefined)
Screen / compound no. | 19 | 20 | 21 | 22 | 23 | 24 | 25 | 26 | 27
NPY Y2 blocker | 2.1 | -0.9 | 2.2 | 1.4 | 0.4 | 0.5 | 4.9 | 3.1 | 0.2
Measles CPE | 6.5 | 15.7 | 20.7 | 2.8 | 3.2 | 35.3 | 14.5 | 5.7 | 15.3
bCat KO growth | 96.9 | 90.0 | 92.1 | 99.9 | 105.3 | 21.0 | 97.0 | 92.5 | 96.0
Yeast growth inh | 2.5 | -7.6 | -31.0 | 14.2 | -3.1 | -35.7 | -61.2 | -28.6 | -3.2
E-sel TNF inh | . | 1.6 | . | 14.1 | -4.6 | 56.9* | 13.2 | . | 7.5
GALR2 blocker | -1.6 | 3.3 | 10.4 | -4.1 | -0.8 | 0.6 | 0.6 | 9.6 | 7.9
HCT116 PTEN-null | 92.2 | 93.5 | 94.2 | 96.5 | 90.7 | 28.4 | 95.3 | 86.0 | 96.5
MRP-1 activ | -2.1 | -0.5 | -0.9 | -0.1 | 0.1 | -5.7 | -0.3 | -0.5 | -1.8
Yeast life ext | -0.5 | -5.0 | 3.8 | 0.5 | -4.7 | -10.0 | -6.6 | -23.1 | 3.0
Phagocyt inh | -2.9 | -0.2 | -8.6 | -1.9 | -0.5 | . | -0.6 | -2.9 | -0.4

Screens: PubChem BioAssay, several laboratories
